# From PubChem BioAssay
# HUVEC tox IL1B: cytotoxicity in IL-1B stimulated HUVEC, primary screen, cytotoxicity control for IL-1B NFkB translocation project, imaging, Hoechst nuclear count, IL-1B stimulus; cell count reduction, % at 2 µM; AID 845, 2007; hit rate 0.41% among 94,000; HUVEC cell count loss;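 active = cell count reduction more than 3 SD above the screen-wide mean, cut at about 70% in these data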;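 note: normalized per plate to untreated control cells as the no-loss baseline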
# HUVEC tox TNFa: cytotoxicity in TNFa-stimulated HUVEC, primary screen, cytotoxicity control for VCAM1 expression modulator project, imaging, Hoechst nuclei count | HUVEC TNFalpha-stimulated, Hoechst cell count | cell count reduction, % at 2 µM | hit rate 0.17% among 93,000 | AID 848, 2007;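 active = cell count reduction exceeding the screen mean by over 5 SD, scaled to untreated wells per plate, cut at about 78% in these data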;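 note: cells counted after 24 h of TNF alpha exposure following the 1 h pretreatment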
# ERa SRC1 inh: ERα–SRC-1 coactivator interaction inhibitors, primary screen, biochemical, TR-FRET, ERα LBD, estradiol-bound | Estrogen receptor (Homo sapiens), P03372 | TR-FRET ER-alpha LBD / SRC-1 peptide | inhibition, % at 25.6 µM | hit rate 1.7% among 86,000; in the data active = inhibition above about 50%;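 note: 0% = receptor plus peptide control and 100% = peptide only without receptor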
# PTPN22 act: LYP phosphatase activators, primary screen, biochemical, DiFMUP fluorescence, 2 µM; Tyrosine-protein phosphatase non-receptor type 22 (Homo sapiens), Q9Y2R2; recombinant LYP; 0 = plate median, 100 = signal doubled; activation, % at 2 µM; hit rate 0.11% among 96,000; AID 697, 2007;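 active = activation at 2 µM above a set limit, the mean plus 5 SD, cut at about 37% in these data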
# F-actin modifier: modifiers of F-actin cytoskeleton organization, primary screen, imaging, HUVEC, phalloidin staining, high-content imaging. inhibition, % at 2 µM. HUVEC TNFa F-actin phalloidin imaging. hit rate 0.18% among 91,000;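 active = inhibition above the batch mean plus 3 SD and confirmed as a hit by visual image inspection, cut at about 30% in these data, passing the limit was not always enough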; note: strong numbers were not always called active
# Pyk2 oligo antag: antagonists of Pyk2 self-association, primary screen, Q293 cells, FERM NanoBiT luminescence, HTS; AID 1347419, 2020; Protein-tyrosine kinase 2-beta (Homo sapiens), Q14289; hits give low values; z-score (the deposit names both 25 µM and 10 µM); hit rate 0.83% among 99,000;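 active = Z-score of -3 or lower, scaled per plate to the spread of control and sample wells; inactive = z-score above -3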;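 note: negative z-score means lost luminescence so less FERM oligomerization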
# FAK inh: FAK kinase inhibitors, primary screen, biochemical; Focal adhesion kinase 1 (Homo sapiens), Q05397; biochemical FAK kinase activity assay; inhibition, %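 (tested at 7 µM)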; hit rate 0.84% among 97,000; in the data active = inhibition above about 19%;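 note: 0% = DMSO and 100% = reference compound high control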
# Target sequence (Q05397 whole entry, looked up): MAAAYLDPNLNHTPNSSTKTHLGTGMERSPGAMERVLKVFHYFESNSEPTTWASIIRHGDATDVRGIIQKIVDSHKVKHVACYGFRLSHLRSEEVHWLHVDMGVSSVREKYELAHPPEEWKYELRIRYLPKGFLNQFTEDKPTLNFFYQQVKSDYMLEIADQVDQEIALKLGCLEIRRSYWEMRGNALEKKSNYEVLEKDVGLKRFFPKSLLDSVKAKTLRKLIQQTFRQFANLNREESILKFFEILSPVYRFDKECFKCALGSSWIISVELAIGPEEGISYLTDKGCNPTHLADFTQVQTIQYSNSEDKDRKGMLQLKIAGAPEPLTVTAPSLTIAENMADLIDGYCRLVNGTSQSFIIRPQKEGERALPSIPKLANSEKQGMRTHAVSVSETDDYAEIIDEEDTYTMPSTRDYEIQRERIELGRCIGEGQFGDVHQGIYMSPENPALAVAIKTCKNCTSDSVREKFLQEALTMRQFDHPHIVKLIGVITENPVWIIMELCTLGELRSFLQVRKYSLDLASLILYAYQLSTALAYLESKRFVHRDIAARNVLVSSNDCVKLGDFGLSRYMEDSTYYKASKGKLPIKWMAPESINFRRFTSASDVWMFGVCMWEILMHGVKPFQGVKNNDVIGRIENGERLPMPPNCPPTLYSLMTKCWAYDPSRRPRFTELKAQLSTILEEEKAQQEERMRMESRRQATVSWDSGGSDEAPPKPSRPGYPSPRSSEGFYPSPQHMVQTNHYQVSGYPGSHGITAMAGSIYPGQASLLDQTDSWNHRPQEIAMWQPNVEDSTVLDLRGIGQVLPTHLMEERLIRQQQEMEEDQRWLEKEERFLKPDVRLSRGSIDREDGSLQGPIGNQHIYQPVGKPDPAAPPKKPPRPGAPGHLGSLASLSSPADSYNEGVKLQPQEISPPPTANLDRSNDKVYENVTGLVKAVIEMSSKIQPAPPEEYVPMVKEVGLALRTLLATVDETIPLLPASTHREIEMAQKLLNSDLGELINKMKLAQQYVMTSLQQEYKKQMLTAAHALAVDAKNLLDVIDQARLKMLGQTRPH
# LYP inh 2: PTPN22 phosphatase inhibitors, primary screen, biochemical, DiFMUP fluorescence, 2 µM; Tyrosine-protein phosphatase non-receptor type 22 (Homo sapiens), Q9Y2R2; recombinant LYP catalytic domain; inhibition, % at 2 µM; hit rate 0.21% among 96,000; AID 640, 2007;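 active = inhibition at 2 µM at or above a set limit, the screen mean plus 3 SD, cut at about 24% in these data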;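 note: 0% = DMSO with enzyme and 100% = enzyme fully blocked by orthovanadate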
# VCAM1 TNFa inh: inhibitors of TNFa-induced VCAM1 expression, primary screen, imaging, HUVEC, TNFa stimulus, immunofluorescence; HUVEC TNFa-induced VCAM-1 immunofluorescence, high-content imaging; inhibition, % at 2 µM; hit rate 0.48% among 95,000; AID 802, 2007;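 active = inhibition above the batch mean plus 3 SD, with images confirmed as a hit by eye, cut at about 37% in these data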;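 note: 0% = TNF-stimulated DMSO wells and 100% = unstimulated control wells; not every result past the cut was called active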
# Starred values were filed as active, the others as inactive; . = no result given; [ ] = dose if it differs, or a comment.
structure	HUVEC tox IL1B	HUVEC tox TNFa	ERa SRC1 inh	PTPN22 act	F-actin modifier	Pyk2 oligo antag	FAK inh	LYP inh 2	VCAM1 TNFa inh
COc1ccc(C(=O)Nc2n[nH]c(-c3ccncc3)n2)cc1	-52	2	.	-1	26	0.65	-3	3	0
CCN(CC)C(=O)CSc1nc(N)c2c3c(sc2n1)CC(C)CC3 (configuration not stated)	-5	-20	8	-2	11	-1	28*	0	5
COC(=O)c1ccc2c(c1)C(=O)N(C1CCCCC1)C2=O	4	11	0	-18	8	-0.43	1	18	11
COc1cc(NC(=O)CCc2c(C)nc3nc(C)nn3c2C)cc(OC)c1	-7	-16	-6	-7	-8	0.7	0	7	4
CCN(CC)S(=O)(=O)c1ccc2[nH]cc(C(=O)NCCc3ccccc3)c(=O)c2c1	-12	-7	14	1	-6	-2.5	1	-5	4
CS(=O)(=O)Cc1nc2ccccc2oc1=O	-1	-5	2	-2	-4	0.19	4	1	32
CCOc1cc(C2CC(=O)Nc3cc(C)c(C)cc32)ccc1O (configuration not stated)	-36	-15	-1[fluorescence artefact?]	2	0	-0.52	0	-2	6
COc1ccc(CCNc2oc(Cc3cccc4ccccc34)nc2C#N)cc1OC	-20	-3	-3	-12	8	1.3	-1	10	-12
CCOc1ccc2[nH]c(C)c(CN3CCCCC3)c(=O)c2c1	-5	9	-8	9	-2	1.4	-3	-11	11
CCOc1ccc(NC(=O)CN2C(=O)C3CC=CCC3C2=O)cc1 (configuration not stated)	93*	-6	-2	-6	-16	0.07	0	3	0
COc1ccc(N(CC(=O)N2CCN(C)CC2)S(=O)(=O)c2ccccc2)cc1OC	-14	-10	-2	-1	12	-0.52	-2	-1	14
CCOc1cc(C2C3=C(CCCC3=O)NC3=C2C(=O)CCC3)ccc1OCCO	-14	-4	-6	-2	-7	0.14	-1	-2	2
CCC(Oc1ccccc1)C(=O)Nc1nnc(C)s1 (configuration not stated)	-21	-10	-2	-11	3	-1.4	-2	12	-2
CCOC(=O)c1cc(CC)sc1NC(=O)c1cc(OCC)c(OCC)c(OCC)c1	-13	-9	-3	-1	-22	-0.81	-5	3	11
COC(=O)[C@@H]1C2CCC(C(=O)Nc3ccccc3)(CC2)[C@@H]1C(=O)OC	-58	0	-1	-4	0	-0.06	1	4	-25
CCC(C)NC(=O)c1c(F)c(F)c(F)c(F)c1F (configuration not stated)	-41	-44	4	4	9	1.1	0	-3	-29
COc1cc(S(=O)(=O)N2CCOCC2)c(OC)c(S(=O)(=O)N2CCOCC2)c1	-113	-12	1	7	7	-0.07	-2	-9	7
O=C(NC1(C(F)(F)F)NC(=O)N(Cc2cccnc2)C1=O)c1ccncc1 (configuration not stated)	-29	-9	2	8	-10	0.14	2	-6	8
CCOC(=O)C1CCN(Cc2nc3ccccc3c(=O)n2-c2ccc(OCC)cc2)CC1	-2	-12	-8	3	4	-0.41	-1	-3	3
N#Cc1c(/N=C/c2cccs2)sc2c1CCCCC2	-14	-19	-5	-6	7	-0.19	0	8	6
Cc1ccc(Cn2ccc(NC(=O)c3nc4ncccn4n3)n2)cc1	-9	.	-16	-8	-16	0.07	-6	6	-29
C=CCn1c(SCC(=O)Nc2cc3oc4ccccc4c3cc2OC)nnc1-c1cnccn1	-12	-17	7	0	6	-1.8	0	-3	-1
COc1ccc2nc(SCC(=O)N(C)C3CCCCC3)c(C#N)cc2c1	11	-33	21	16	-14	-2.9	-2	-19	12
CCCCC(c1nnnn1CCOC)N1CCN(C)CC1 (configuration not stated)	-4	-4	-5	6	9	0.15	1	-5	-14
CCN1CCN(Cc2ccc(NC(=O)CC3Oc4ccc(C)cc4NC3=O)cc2)CC1 (configuration not stated)	3	-56	-15[fluorescence artefact?]	24	9	.	2	-28	14
COc1ccc(S(=O)(=O)N2CC3CCCN3c3cc(C(F)(F)F)ccc32)cc1 (configuration not stated)	-9	-13	.	-22	46	-1.4	3	25*	7
COC(=O)c1ccc(N(C(=O)c2ccco2)C(C(=O)NC2CCCC2)c2ccco2)cc1 (configuration not stated)	10	.	-4	0	-6	-0.33	2	1	-8
COc1ccc(CCCNC(=O)CC#N)cc1OC	-36	-40	-8[fluorescence artefact?]	-2	11	0.31	-1	0	-67
O=S(=O)(c1ccc(Cl)c(F)c1)N1CCC(c2nc(-c3ccncc3)no2)CC1	33	-37	-4	2	.	0.08	-2	-5	0
Nc1cc(Cl)ccc1Oc1ccc(Cl)cc1	0	11	8	4	-29	-0.72	-1	-2	18

# The closing 2 records of the section above are carried over, then new ones follow.
structure	HUVEC tox IL1B	HUVEC tox TNFa	ERa SRC1 inh	PTPN22 act	F-actin modifier	Pyk2 oligo antag	FAK inh	LYP inh 2	VCAM1 TNFa inh
O=S(=O)(c1ccc(Cl)c(F)c1)N1CCC(c2nc(-c3ccncc3)no2)CC1	33	-37	-4	2	.	0.08	-2	-5	0
Nc1cc(Cl)ccc1Oc1ccc(Cl)cc1	0	11	8	4	-29	-0.72	-1	-2	18
CCN(CC)c1nc(N)c2c(N)nc3c(c2c1C#N)CC(c1ccccc1)O3 (configuration not stated)	1	-4	-5	2	-27	-0.66	1	-4	-9
Cc1ccc(NC(=O)C2C(c3ccccc3)C=CC(c3ccccc3)C2C(=O)O)cc1 (configuration not stated)	2	-20	.	-8	10	-0.87	-4	5	5
CCOCCCNC(=O)c1ccc(CS(=O)(=O)Cc2ccc(C)cc2)o1	-7	-9	-5	-6	3	0.34	1	5	-10
CN(C)c1ccnc(N(Cc2ccccc2)Cc2ccccc2)c1C#N	-2	.	-3	-2	9	-1.7	1	4	-13
CC(=O)c1cccc(NC(=O)C2CCCN(S(C)(=O)=O)C2)c1 (configuration not stated)	-17	33	10	6	-44	1.5	-3	-3	-9
O=C(CN(Cc1ccc(F)cc1)S(=O)(=O)c1ccccc1)N1CCCCC1	3	4	2	3	28	-0.75	8	-7	1
COC(=O)Cc1c(C)nc2nc(-c3ccc(OC)cc3)[nH]n2c1=O	-20	-10	4[fluorescence artefact?]	26	31	0.68	-5	-30	6
O=C1O/C(=C/C(=O)N2CCOCC2)c2ccccc21	1	-13	-1	9	-11	0.22	1	-8	-15
Cc1c(S(=O)(=O)N2CCc3ccccc3C2)c(=O)n(C)c(=O)n1C	-39	-24	3	-1	13	.	-1	0	8
COC(=O)c1sccc1NC(=O)c1csc2c1CCCC2	-35	11	-8	-4	-11	-0.95	1	2	12
Cc1cccc(OCc2nnc(SCC(=O)c3ccccc3)o2)c1	-16	-12	4	9	-26	1.2	-3	-10	3
COc1ccc(Cn2c(SCc3ccccc3C)nc3cc(OC)c(OC)cc3c2=N)cc1	-26	10	.	-19	-21	-0.71	11	22	-24
CCCCCNC1=CC(=O)CC(c2ccccc2)C1 (configuration not stated)	14	6	.	3	14	-0.77	2	0	-3
O=S(=O)(c1cccc(C(F)(F)F)c1)N1CCC(c2cc(-c3cccc4ccccc34)n[nH]2)CC1	-21	-9	.	0	-9	-0.08	-8	4	-2
Cn1cc(CNC(=O)COc2ccc(Cl)cc2Cl)cn1	-8	-4	-9	-6	3	1.1	4	10	-2
CCCn1c(SCC(=O)Nc2ccccc2C(=O)OCC)nc2c1c(=O)n(C)c(=O)n2C	-7	-13	1[fluorescence artefact?]	-3	2	.	0	1	12
Clc1ccccc1-c1cc(COc2ccc3ccccc3c2)no1	-2	-14	.	-1	30	0.71	6	-2	-11
O=C(CSc1nc2ccccc2[nH]1)N1CCCCC1	0	-13	-4	2	-3	0.63	-1	-2	5
CCC1CCCCN1c1cc(C)nc2cc(-c3cccc(C)c3)nn12 (configuration not stated)	27	2	-1	-1	1	-1.2	1	4	-5
CN(C1CCCCC1)S(=O)(=O)c1ccc(NC(=O)c2ccco2)cc1	-13	-2	3	-1	6	-2.2	2	-1	24
CCc1ccc(Nc2ncc3c(n2)CC(c2ccco2)CC3=O)cc1 (configuration not stated)	-24	-6	-3	-2	.	-0.37	-3	1	-21
COc1c(S(=O)(=O)N2CCCCC2)ccc2c(S(=O)(=O)N3CCCCC3)cccc12	2	-17	-32	-8	3	-3.5*	-2	7	8
COc1cc(NC(=O)C2CCCCC2)c(OC)cc1NC(=O)c1ccco1	28	-18	2[fluorescence artefact?]	-10	5	-0.03	3	9	-6
CC12C=CC3(O1)C(C(=O)N(c1cccnc1)C3C(=O)NC1CCCCC1)C2C(=O)Nc1ccccc1 (configuration not stated)	-31	-24	-4	0	6	-0.03	0	-4	8
Cc1cc(=O)[nH]c(SCc2nc3ccccc3s2)n1	4	-8	2	-1	-3	0.61	0	-2	14
CCOC(=O)c1c(NC(=O)c2noc3c2CCCC3)sc(C)c1C	-37	-7	-3	7	-13	.	0	-10	22
CN1/C(=C\C(=O)c2ccco2)c2ccccc2CC1(C)C	7	-28	-8	1	2	-0.12	-5	-1	9
N#Cc1ccc(COc2ccc(CCO)cc2-n2nc3ccccc3n2)cc1	-23	2	-11	2	-13	0.48	1	-3	13
CS(=O)(=O)N1CCN(c2ccccc2NC(=O)c2ccc(-c3ccc(Cl)cc3Cl)o2)CC1	-61	-2	2	-6	28	-0.66	6	8	-4
Cc1ccc(NC(=O)c2ccc3c(c2)N(CC(=O)N2CCCCC2)C(=O)C(C)(C)O3)cc1	-22	0	6[fluorescence artefact?]	9	-10	0.47	1	-6	-4

# The list continues.
structure	HUVEC tox IL1B	HUVEC tox TNFa	ERa SRC1 inh	PTPN22 act	F-actin modifier	Pyk2 oligo antag	FAK inh	LYP inh 2	VCAM1 TNFa inh
Cc1nn(C)cc1CNC(=O)COc1ccc(Cl)cc1Cl	33	-3	-5	-7	0	0.63	1	6	15
CCOC(=O)N1CCN(C(=O)c2ccc3c(=O)n(Cc4ccccc4)c(=S)[nH]c3c2)CC1	-11	-14	-6	2	-15	2.3	2	-2	-5
O=C(COC(=O)c1ccc(S(=O)(=O)N2CCOCC2)cc1)NC1CCCCCC1	0	-8	-2	-2	35	0.26	4	-1	-15
O=C(Nc1ncc(Cc2cccc(Cl)c2)s1)C1CCCO1 (configuration not stated)	2	-1	-4	17	-48	0.02	-1	-14	8
O=C(NCc1ccco1)c1cc2sccc2n1Cc1ccc(F)cc1	-28	-16	6[fluorescence artefact?]	3	3	-1.2	0	-1	3
CC(=O)c1ccc(N(C)C)c2c(N(C)C)cccc12	-25	6	-26	14	-76	-0.2	0	-15	12
O=C(C1=C(O)/C(=C/c2ccc(O)cc2)CCC1)C(F)(F)F	-19	-21	-3[fluorescence artefact?]	4	6	-0.48	1	-4	-10
Cc1ccc(-c2noc(-c3ccccc3C(=O)N3CCN(C)CC3)n2)cc1	9	8	3[fluorescence artefact?]	2	15	-0.94	-9	-5	17
COCCNC(=O)c1cc2ncc(Br)cn2n1	-13	-47	46	11	.	0.11	1	-10	15
COCCCNC(=O)c1c(N)n(-c2ccc(S(N)(=O)=O)cc2)c2nc3ccccc3nc12	-22	-22	.	-6	-6	0.2	-7	11	-7
COc1cc2c(cc1OC)CN(Cc1nc3ccsc3c(=O)[nH]1)CC2	-110	-11	53*[fluorescence artefact?]	-2	5	0.26	9	2	6
CCN(CC)C(=O)c1cnn(-c2ccccc2)c1NC(=O)c1cccc(F)c1	-15	-6	-5	2	3	1.1	1	1	-12
